# Bioassay records from PubChem.
# Bcl-2 Bim block: disrupts Bim peptide binding to human Bcl-2. AID 950. inhibition, % at 10 µM. Bead-based flow cytometry, Bim peptide-Bcl-2 binding. hit rate 0.06% among 190,000. P10415; in the data active = inhibition above about 40%; inconclusive = no clear call, values can overlap the other calls;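 also: 0% = no compound wells with probe peptide and 100% = reference peptide inhibitor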
# RGS4-Gao reg: modulates binding of RGS4 to human Galphao | Multiplexed bead flow cytometry; actives lie on both sides | binding response (% of control), % at 10 µM | hit rate 0.33% among 220,000 | AID 1415; in the data active = binding response below about 49% or above about 150%; inactive = in between;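 also: fluorescent Galphao activated with aluminum fluoride binding bead-coupled RGS4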
# Bcl-W Bim block: inhibitors of Bim-Bcl-W interaction, human; AID 952; Q92843; inhibition, % at 10 µM; hit rate 0.02% among 190,000; bead-based flow cytometry, Bim peptide-Bcl-W binding;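 also: 0% = bound tracer without compound and 100% = peptide blocker; higher means less fluorescent Bim peptide bound to Bcl-W beads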
# Target sequence (Q92843 whole entry, looked up): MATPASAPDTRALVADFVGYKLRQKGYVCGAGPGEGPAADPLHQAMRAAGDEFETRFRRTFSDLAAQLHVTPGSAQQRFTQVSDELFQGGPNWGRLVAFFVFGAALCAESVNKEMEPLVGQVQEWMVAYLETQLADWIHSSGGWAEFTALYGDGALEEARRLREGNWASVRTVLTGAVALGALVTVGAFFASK
# Bcl-B Bim block: human Bim-Bcl-B interaction inhibition; Q9HD36; bead-based flow cytometry, Bim peptide-Bcl-B binding; inhibition, % at 10 µM; hit rate 0.073% among 190,000; AID 951;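 also: 0% = tracer peptide without compound and 100% = reference inhibitor peptide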
# Target sequence (Q9HD36 whole entry, looked up): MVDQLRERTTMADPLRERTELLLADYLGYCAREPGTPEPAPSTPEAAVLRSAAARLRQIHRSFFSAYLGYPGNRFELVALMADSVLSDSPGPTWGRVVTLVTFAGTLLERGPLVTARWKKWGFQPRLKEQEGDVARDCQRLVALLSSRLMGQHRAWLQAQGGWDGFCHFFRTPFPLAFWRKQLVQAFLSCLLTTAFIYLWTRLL
# Bim-Bcl-XL: inhibitors of Bim-Bcl-XL interaction, human. hit rate 0.04% among 190,000. Q07817. inhibition, % at 10 µM. Bim peptide-Bcl-XL binding, bead flow cytometry, fluorescence
# ABCG2 inh: blocks JC-1 efflux by human ABCG2 transporter; hit rate 0.1% among 190,000; IgMXP3 cells, flow cytometry; inhibition, % at 6.6 µM; Q9UNQ0;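 active = inhibition above 80%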;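 also: 0% = DMSO and 100% = nicardipine control wells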
# Target sequence (Q9UNQ0 whole entry, looked up): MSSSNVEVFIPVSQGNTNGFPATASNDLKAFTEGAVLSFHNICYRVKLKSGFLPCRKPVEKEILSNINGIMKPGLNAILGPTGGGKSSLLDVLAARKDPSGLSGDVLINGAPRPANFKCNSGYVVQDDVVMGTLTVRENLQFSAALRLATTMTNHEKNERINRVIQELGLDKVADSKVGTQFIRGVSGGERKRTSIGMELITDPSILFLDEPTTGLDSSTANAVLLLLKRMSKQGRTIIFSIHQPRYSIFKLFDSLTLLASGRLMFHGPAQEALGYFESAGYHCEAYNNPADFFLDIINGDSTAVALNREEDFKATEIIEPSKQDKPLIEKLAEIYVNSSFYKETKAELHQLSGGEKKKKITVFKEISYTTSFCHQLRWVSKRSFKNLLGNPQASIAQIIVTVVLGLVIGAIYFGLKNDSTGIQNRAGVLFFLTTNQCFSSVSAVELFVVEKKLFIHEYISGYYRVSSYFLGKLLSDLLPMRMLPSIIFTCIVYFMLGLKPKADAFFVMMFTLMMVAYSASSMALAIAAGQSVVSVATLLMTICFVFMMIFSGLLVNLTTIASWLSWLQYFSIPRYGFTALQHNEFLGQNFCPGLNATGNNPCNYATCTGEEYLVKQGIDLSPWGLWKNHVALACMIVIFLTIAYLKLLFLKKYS
#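 material = IgMXP3 (ABCG2) plus far-red-tagged CCRF-Adr (ABCB1) cells | amount = 3 million cells/mL, equal mix of both lines | also added = JC-1 transporter substrate | dosing = one concentration, 6.6 µM final | schedule = 10 min at 25 °C | measured by = flow cytometric JC-1 green MFI at 530 nm | read-out basis = percent efflux inhibition, scaled nicardipine 100% to DMSO 0%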
# Mcl-1 Bim block: inhibitors of Bim-Mcl-1 interaction, human; Bead-based flow cytometry, Bim peptide-Mcl-1 binding; hit rate 0.1% among 190,000; inhibition, % at 10 µM; Q07820; AID 1009;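 also: 0% = no compound tracer wells and 100% = peptide blocker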
# RGS8-Gao: regulators of human RGS8-Galphao interaction; hit rate 0.34% among 220,000; P09471; multiplexed bead flow cytometry, RGS8-Galphao binding; actives lie on both sides; response (percent of control binding), % at 10 µM; in the data active = response below about 60% or above about 140%; inactive = in between;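 also: Galphao activated as the GDP aluminium fluoride complex binding bead-coupled RGS8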
# Bim-Bfl-1: inhibitors of Bim-Bfl-1 interaction, human | Bead-based flow cytometry, Bim-Bfl-1 binding inhibition | Q16548 | inhibition, % at 10 µM | hit rate 0.12% among 190,000;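 also: 0% = wells without compound plus tracer and 100% = blocker peptide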
# RGS7-Gao reg: human RGS7-Galphao interaction regulation | P09471 | Multiplexed bead flow cytometry, RGS7-Galphao binding; actives lie on both sides | binding response (% of control), % at 10 µM | hit rate 0.35% among 220,000 | AID 1439; in the data active = binding response below about 49% or above about 150%; inconclusive = no clear call, values can overlap the other calls; inactive = in between;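 also: fluorescent Galphao held in activated GDP-AlF4 state binding bead-coupled RGS7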
# ABCB1 block: human ABCB1 inhibition, ABCG2 as counter-screen | P08183 | CCRF-Adr cells, JC-1 efflux, flow cytometry | inhibition, % at 6.6 µM | hit rate 0.067% among 190,000 | AID 1326; in the data active = inhibition above about 40%;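 also: 0% = vehicle and 100% = reference inhibitor; higher value means more JC-1 retained so stronger ABCB1 efflux block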
# Starred values were filed as active, the others as inactive; ? = inconclusive. Rule as the data show it, unless noted: active = inhibition above about 40%.
SMILES,Bcl-2 Bim block,RGS4-Gao reg,Bcl-W Bim block,Bcl-B Bim block,Bim-Bcl-XL,ABCG2 inh,Mcl-1 Bim block,RGS8-Gao,Bim-Bfl-1,RGS7-Gao reg,ABCB1 block
COc1ccc(C2C(C(=O)N3CCN(c4ccccn4)CC3)CCC(=O)N2c2cc(OC)c(OC)c(OC)c2)cc1 (stereo not drawn),3,104,1,0,-1,0,2,107,-2,103,0.0
Fc1ccccc1COc1ccc2ccccc2c1CNc1nn[nH]n1,-5,104,-4,-5,0,0,-2,105,-10,105,-0.3
CN(C)c1ccc(C(=S)N2CCN(c3ccccc3)CC2)cc1,-5,103,-4,-10,-3,17,-4,101,-12,101,0.6
Cc1ccc(S(=O)(=O)N2CCC(C(=O)NNC(=O)C3CC3)CC2)cc1Cl,0,99,0,-1,0,6,1,100,-4,99,1.0
COc1ccccc1/C=C(/CC(=O)NCc1ccc(F)cc1)c1nc2ccccc2s1,0,101,0,1,-2,0,0,101,0,99,-0.1
COc1ccc(Cl)cc1-c1nc(SCC(=O)N(C)CCC#N)n[nH]1,-3,96,-4,-4,-4,2,-1,103,-5,97,-0.2
CCOC(=O)c1cnn(-c2ccccc2)c1NC(=O)c1cccs1,1,103,1,-1,-1,4,-3,100,-3,103,1.1
CN(C)c1ccc(-c2noc(C3CCN(S(=O)(=O)c4cccc(Cl)c4)CC3)n2)cc1,-11,100,-5,-11,-13,42,-6,102,-19,100,4.4
Cc1sc(NC(=O)CSc2nnc3scc(-c4ccccc4)n23)c(C#N)c1C,-6,105,1,-4,-2,11,3,104,-9,104,-0.4
N#Cc1nc(-c2ccco2)oc1N1CCN(c2ccccc2)CC1,-5,103,1,-1,1,5,1,103,0,95,0.3
CC(=O)C1=C(O)C(=O)N(Cc2cccnc2)C1c1ccc(C(C)C)cc1 (stereo not drawn),0,82,0,2,0,2,2,88,0,98,0.5
COc1nc(NCCN2CCOCC2)nc(Nc2ccc([N+](=O)[O-])cc2)n1,-2,105,-4,-2,-9,-13,-6,109,-7,103,-1.7
COc1cc(CNCc2cccnc2)ccc1OCc1ccccc1,-4,105,0,-6,-2,4,0,111,-7,108,0.8
COc1cc(/C=C2\C(=O)N(C)C(=S)N2C)ccc1O,0,102,-1,-6,-3,2,-2,103,2,102,0.5
COc1cc(N=Nc2c(C)n(C)n(-c3ccccc3)c2=O)ccc1N,1,104,0,-3,0,2,0,102,-3,102,1.2
O=C(O)c1cc2c(cc1Cl)N1CCCCCC1=NS2(=O)=O,-1,95,-4,-3,-4,1,-3,93,-3,94,0.2
Cc1ccc(CS(=O)(=O)c2ccccc2-c2nnc(-c3ccc(Cl)cc3)o2)cc1,-2,99,-5,-4,-2,0,0,101,0,100,0.2
CCOC(=O)C(NC(=O)c1ccccc1F)(Nc1cc(C)on1)C(F)(F)F (stereo not drawn),-5,101,-2,-5,-3,1,-3,103,0,102,-0.1
Cc1ccc(NC(=O)C[n+]2ccccc2)cc1[N+](=O)[O-],-13,97,-12,-6,-10,0,-5,99,-12,102,0.1
N=c1c[n+](-c2ccc(Cl)cc2)[n-]o1,0,101,2,0,-1,3,-1,99,2,100,0.2
CC(C)CNC(=S)NC1CC2CCCC(C1)N2Cc1cccs1 (stereo not drawn),-1,99,-2,-4,-1,1,-1,97,0,96,0.1
CC/C(=N\NC(=O)c1c[nH]c2ccccc12)c1cccs1,0,104,2,1,0,-1,0,102,-2,100,-0.2
CCOC(=O)CC1=NN(c2ccccc2)C(=O)/C1=C\c1ccc(OC)cc1OC,-11,99,-2,-6,-4,5,-2,97,-11,97,0.6
Cc1ccc(Oc2nc(-c3cccnc3)nc3ccccc23)c([N+](=O)[O-])n1,3,72,3,0,0,4,1,75,3,84,1.5
C=CCSc1nc2c(c(=O)[nH]c(=O)n2C)n1C/C=C(/C)Cl,-12,106,-3,-9,4,3,-4,103,-10,102,-1.5
Cc1ccccc1Cc1c(C)nc2ncnn2c1C,1,110,2,4,1,0,2,102,0,101,0.1
O=C(COC(=O)CCSc1ccccc1)Nc1ccc(F)cc1Cl,-2,102,-5,-9,-10,0,-9,104,-2,104,0.3
N#CC1(C#N)C(c2ccccc2)OC23CCCCC2C1(C#N)C(=N)O3 (stereo not drawn),-9,100,-2,-5,-3,0,-1,99,-15,99,0.1
CC(C)C(C(=O)N1CCOCC1)N1C(=O)c2ccccc2C1=O (stereo not drawn),0,100,0,1,0,2,0,101,0,100,1.0
COc1ccc(NC(=S)NCCc2ccc(Cl)cc2)c(OC)c1,-9,99,0,-9,-5,4,3,100,-16,99,0.4
O=[N+]([O-])c1ccc(CN2CCOCCOCCOCC2)cc1,-4,104,-4,0,-7,3,-6,102,-3,105,0.3
CCN(CC)CCN(C(=O)CCOc1ccccc1)c1nc2ccc(F)cc2s1,0,99,2,-4,-2,10,0,99,-1,102,1.2
Cc1cc(C)c(C#N)c(SCC(=O)N2CCCCC2)n1,0,98,-6,-14,-8,4,-6,100,-2,102,1.0
O=C(NCCCN1CCOCC1)C1CCC(=O)N1C1CCCCC1 (stereo not drawn),-5,102,5,-4,4,2,0,103,-7,98,0.5
COc1ccc(CCCC(=O)O)c(C)c1,-9,106,-4,-10,-6,9,-4,104,-16,103,-0.3
COc1ccccc1-c1noc(-c2ccccc2)n1,-9,102,-2,-5,-3,9,0,105,-3,102,0.8
CCOCC(=O)Nc1nc2ccc(OCC)cc2s1,-7,101,0,-8,-3,2,0,104,-11,100,0.2
CCCCNC(=S)NNC(=O)c1c(C)nc2ccccn12,1,95,-1,-23,-2,7,0,98,4,95,-1.2
O=c1oc2c(CN3CCOCC3)c(O)ccc2c2ccccc12,1,102,0,0,0,3,0,100,-1,97,0.3
CCOc1ccc(CNC(=O)c2ccc(Sc3ccc(C)cc3)c(NC(C)=O)c2)cc1,0,100,-1,-3,-5,15,0,107,0,102,2.2
O=C(Nc1cc(C(F)(F)F)ccc1F)C1CCCCC1,0,102,-1,-1,0,2,-2,101,-2,104,0.7
O=C(O)C1=C[C@H](C2CC2)C[C@H](OCCCCO)O1,0,100,1,-1,2,-1,44*,100,-5,99,-0.4
COc1ccc2c(c1OC)C(=O)OC2Nc1nc(-c2cc3cc([N+](=O)[O-])ccc3oc2=O)cs1 (stereo not drawn),-3,102,-7,-2,-7,16,-9,104,-1,102,0.8
COCCNC(=S)N1CCN(c2cccc(C(F)(F)F)c2)CC1,0,101,-1,-7,-2,2,3,101,-6,102,0.5
CCOC(=O)Cc1nnc(NC(=O)Nc2ccccc2)s1,-10,101,-4,-4,-6,7,-3,102,-12,104,0.4
COc1ccc2c(COC(=O)CNC(=O)C34CC5CC(CC(C5)C3)C4)cc(=O)oc2c1,-11,96,-4,-9,-4,-6,-3,95,-15,94,-0.9
CS(=O)(=O)NCCSCc1ccco1,0,104,0,-1,-1,1,0,104,0,104,0.2
COc1ccc(S(=O)(=O)N2Cc3ccccc3CC2C(=O)Nc2nccs2)cc1 (stereo not drawn),-1,96,-1,-1,-2,5,2,101,-4,98,1.8
O=C(Nc1cc(N2CCOCC2)ncn1)Nc1cccc2ccccc12,-3,98,-2,-5,-2,9,-1,100,0,96,0.8
COc1cc(NC(=O)c2ccccc2)c(OC)cc1NC(C)=O,-5,97,-1,-8,-5,4,-2,99,-11,99,0.3
CC(C)NC(=O)c1ccc(-c2cccc(C(F)(F)F)c2)o1,-1,102,0,-2,-3,10,-3,102,1,101,1.4
CC(C)C[C@@H](CN(N=O)[C@@H](Cc1ccccc1)CN(C)N=O)N(CCc1ccccc1)N=O,0,104,0,-7,0,5,1,99,0,102,2.7
CCn1c(-c2ccc(OC)c(OC)c2)n[nH]c1=S,-4,100,0,-8,-4,1,-7,100,0,99,0.0
COc1ccccc1NC(=O)N(Cc1ccco1)Cc1cc2c(C)ccc(C)c2[nH]c1=O,0,109,-1,-4,-4,21,-1,107,4,105,4.7
Cc1ccc(NC(=O)CCC(=O)NNC(=O)c2ccccc2Cl)c(C)c1,-3,99,-1,-2,-1,0,-1,100,-3,?,-0.3
Cc1cc(NC(=O)c2cccc(S(=O)(=O)N3CCCCCC3)c2)n(-c2ccccn2)n1,3,97,-1,5,2,10,-1,99,14,98,3.3
Cc1ccc(C(=O)Cn2cnc3ccccc3c2=O)cc1,-5,101,-6,-8,-8,-2,-4,102,-4,103,-0.3
O=C(NNc1nc2cc3c(cc2s1)OCCO3)c1ccccc1,-1,93,-1,-2,-1,3,1,94,-4,103,-0.2
Cc1ccc(S(=O)(=O)N2CCC(=O)N(CCOCc3ccccc3C)CC2)cc1,-2,110,1,-3,-1,-3,0,107,-2,107,-0.1
Cc1ccc(C2C(/C=C3/SC(=S)NC3=O)=C(c3cccs3)Oc3ccccc32)cc1 (stereo not drawn),10,110,12,-3,-3,-2,4,109,5,104,0.7
# Other compounds.
SMILES,Bcl-2 Bim block,RGS4-Gao reg,Bcl-W Bim block,Bcl-B Bim block,Bim-Bcl-XL,ABCG2 inh,Mcl-1 Bim block,RGS8-Gao,Bim-Bfl-1,RGS7-Gao reg,ABCB1 block
COc1cccc(-n2c(=O)[nH]cc(C(=O)Nc3ccc(NC(C)=O)cc3)c2=O)c1,-8,103,-2,-9,-3,-1,-1,101,-8,106,0.1
COc1ccc(NS(=O)(=O)c2coc(C(N)=O)c2)cc1Cl,-4,100,-6,-6,-9,-2,-4,99,-1,102,-0.4
CCCn1c(C(O)c2ccc(OC)cc2)nc2ccccc21 (stereo not drawn),7,104,0,0,0,2,2,102,-3,102,0.2
CCOC(=O)/C(C#N)=C/c1ccc(-c2ccsc2C(=O)OC)o1,-1,91,1,-4,-1,3,2,101,-4,92,0.3
CCOc1cc(/C=N/NC(=O)CSc2nnc(C)s2)ccc1OCc1ccccc1Cl,-9,103,-9,-21,-10,8,-10,104,-10,103,2.2
Cc1nnc(NC(=O)C2CCCN(c3ncccn3)C2)s1 (stereo not drawn),-6,100,-2,-3,-7,8,-2,101,-7,94,0.8
COCCN(Cc1cc2cc(C)c(C)cc2nc1Cl)C(=O)N1CCOCC1,-1,98,0,-2,1,1,0,100,-3,97,0.4
CN(Cc1ccccc1)c1ccc(N2C(=O)CCCC2=O)cc1[N+](=O)[O-],-4,99,-4,-7,-8,11,-7,104,-2,101,1.1
COc1ccc(C2CC(=O)N3C(=C2C#N)SCC3(O)c2ccccc2)cc1 (stereo not drawn),-1,97,0,-3,-2,2,-5,100,-1,93,0.6
Cc1nnc(N/N=C/C2CC=CCC2)[nH]c1=O (stereo not drawn),2,99,1,0,0,1,0,102,-3,102,0.2

# Two of these compounds, set out differently:
canonical_smiles | Bcl-2 Bim block | RGS4-Gao reg | Bcl-W Bim block | Bcl-B Bim block | Bim-Bcl-XL | ABCG2 inh | Mcl-1 Bim block | RGS8-Gao | Bim-Bfl-1 | RGS7-Gao reg | ABCB1 block
COc1ccc(NS(=O)(=O)c2coc(C(N)=O)c2)cc1Cl | -4 | 100 | -6 | -6 | -9 | -2 | -4 | 99 | -1 | 102 | -0.4
CCOC(=O)/C(C#N)=C/c1ccc(-c2ccsc2C(=O)OC)o1 | -1 | 91 | 1 | -4 | -1 | 3 | 2 | 101 | -4 | 92 | 0.3

# An unsorted share of the library. About 0.94% of those tested had a hit in this group.
